MKP-3 inhibition – inhibition of rat DUSP6 enzyme activity – biochemical, in vitro, primary screen (AID 425); recombinant MKP-3 phosphatase activity, fluorescence; higher % means a stronger effect; inhibition, % at 20 µM; hits with a dose series show IC50 in µM; 110,000 tested, 0.17% active; in the data active means inhibition above about 50%;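 further: plate controls were vehicle for no effect and reference inhibitor for full effect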
Hsp70 inhibitors – Hsp70 inhibitors, probe displacement, primary screen, biochemical, fluorescence polarization (AID 583); Hsp70 fluorescence polarization probe displacement, mP; higher % means a stronger effect; displacement, % at 20 µM, or IC50 in µM where a hit was titrated; 140,000 tested, 0.06% active; in the data active means displacement above about 50%;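 further: plate controls were vehicle for no effect and reference ligand for full effect; a part of the inactive calls stands beside numbers as strong as those of hits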
Active calls of the source: *; · = no result given; & = joins results of further samples.

SMILES | MKP-3 inhibition | Hsp70 inhibitors
COc1ccc(/C=C/C(=O)Nc2ccc(C)c(C)c2)cc1 | 4% | 3.8%
COc1cccc(Cn2c(NCC(C)C)nc3c2c(=O)n(C)c(=O)n3C)c1 | -2% | 1.9%
CCc1cc2c(=O)c(-c3nc4ccccc4s3)coc2c(CN2CCOCC2)c1O | 0% | 4.1%
CCCCn1c(SCC(=O)Nc2cc(C)on2)nc2c1c(=O)n(C)c(=O)n2C | -2% | -3.4%
CSc1nc(C)cc(SCC(=O)Nc2ccccc2)n1 | · | 0.1%
Cc1cccc(C)c1NC(=O)c1cc2c(C)nn(-c3ccccc3)c2s1 | 7% | 3.9%
CCCCN(CCCC)C(=O)CSc1nnc(-c2cc(OC)c(OC)c(OC)c2)o1 | -10% | -4.9%
N#Cc1c(N)nc(SCC(=O)NCCc2ccccc2)c(C#N)c1-c1cccs1 | 6% | 4.1%
Cc1cc(Cl)ccc1OCC(O)CN1CCN(CCO)CC1 (stereo not given) | 5% | -5.9%
CCOC(=O)c1nnn(-c2nonc2N)c1CNC(C)C | 6% | 0.5%
Cc1cc(Cl)ccc1NC(=O)c1ccc(Cl)cc1 | 6% | 1.2%
CC(=O)O/N=C(N)/C(=N/OC(C)=O)c1nc2ccccc2[nH]1 | 2% | -5.1%
COC(=O)c1c(N(S(C)(=O)=O)S(C)(=O)=O)sc2c1CCN(c1ncc(C(F)(F)F)cc1Cl)C2 | · | -2.5%
Brc1ccc(C(Cc2ccccc2)Nc2ccccn2)cc1 (stereo not given) | -1% | 0.2%
CCOC(=O)N1CCC(N2CCN(S(=O)(=O)c3ccc(NC(C)=O)cc3)CC2)CC1 | 3% | -4.3%
Cc1ccc(C2NC(=O)c3c(sc4c3CCN(C)C4)N2)s1 (stereo not given) | -21% | 0.9%
O=[N+]([O-])c1ccc(NCCNS(=O)(=O)Cc2ccccc2)cc1 | 4% | 0.6%
CC(C)(C)NCC(O)COC1CCC(C(C)(C)C)CC1 (stereo not given) | 0% | 2.9%
CC1(C)CC2CC(C)(CN2C(=O)COC(=O)c2ccc(Cl)cc2N)C1 (stereo not given) | -9% | 2.0%
O=C(O)c1cc(-c2ccc(/C=N/Nc3ccc([N+](=O)[O-])cn3)o2)ccc1Cl | 7% | -2.3%
C=CCN1C(=O)NC(=O)/C(=C\c2cccc(OCc3ccccc3Cl)c2)C1=O | 3% | 1.7%
CCN(CC)C(=O)CN1C(=O)C2CC=C(Cl)CC2C1=O (stereo not given) | -6% | 10%
CC(C)C(=O)N1CCN(c2nc(-c3ccccc3)c3c(c2C#N)CC(C)(C)OC3)CC1 | -6% | 4.4%
CCOC(=O)c1cc(NC(=O)c2cc(C)on2)cc(C(=O)OCC)c1 | -10% | -4.6%
O=C(C(c1ccccc1)c1ccccc1)N1CCN(C2CC3CCC2C3)CC1 (stereo not given) | 5% | 0.4%
COc1ccc(CN2CCN(Cc3ccncc3)CC2)c(OC)c1 | 0% | 2.3%
COC(=O)C1=C(C)NC2=C(C(=O)CC(c3ccccc3)C2)C1c1cc(Cl)c(O)c(OC)c1 (stereo not given) | 2% | 2.8%
CC(C)(c1ccccc1)c1ccc(OCc2ccc(C(=O)O)o2)cc1 | 3% | 2.2%
CC1=C(C#N)c2nc(N)c(C#N)c(C)c2/C1=C\c1ccc(-c2ccc(C(=O)O)cc2)o1 | -1% | 6.8%
O=C1CS/C(=N/N=C/c2cc3c(cc2[N+](=O)[O-])OCO3)N1 | -1% | 0.7%
Cc1cc(C)n(-c2nc3ccccc3c(=O)n2OC2CCCCC2)n1 | -8% | 1.3%
COc1ccc(C)cc1NC(=O)CN1CCN(S(=O)(=O)c2ccc(C(C)C)cc2)CC1 | 2% | -2.9%
Cc1cc(Nc2c(C)n(C)n(-c3ccccc3)c2=O)n2c(nc3ccccc32)c1C#N | · | -2.6%
C#CCOc1ccc(/C=C2\C(=O)NC(=O)N(c3ccc(Br)c(C)c3)C2=O)cc1 | 3% | -4.5%
Nn1c(SCC(=O)NC(=O)NC2CCCC2)nnc1-c1ccccc1F | -6% | -2.7%
C(=N\c1nccs1)/Nc1nccs1 | -2% | -5.0%
COc1cccc(N2C(=O)CSC2=S)c1 | -3% | 4.2%
CCN(C(=O)Cn1c(=O)oc2ccccc21)c1cccc(C(F)(F)F)c1 | 3% | 6.5%
CCOc1ccc2nc3sc(C(=O)N4CCN(C)CC4)c(N)c3cc2c1 | -5% | -6.8%
Nc1nc(Nc2ccccc2)nc2ccccc12 | -9% | 0.7%
O=C1Nc2ccccc2C12NN=C(c1ccccc1)S2 (stereo not given) | -1% | 7.2%
Cc1cc(C)nc(N2CCCC(C(=O)NCC(c3ccccc3)c3ccccc3)C2)n1 (stereo not given) | · | -3.2%
Cc1nc(N2CCCCC2)c2ccsc2n1 | · | 2.3%
Cc1cc(/C=C2/NC(=S)NC2=O)c(C)n1-c1cccc(Cl)c1 | -3% | -37%
COc1ccccc1N1C(=O)c2ccc(C(=O)Nc3ccc(O)cc3C)cc2C1=O | 2% | -2.8%
C(=N\Nc1nnnn1-c1ccccc1)/c1ccc2c(c1)OCO2 | -1% | 2.5%
CC(=O)c1ccc(NC(=O)c2ccc(-c3ccc(Br)cc3)o2)cc1 | 11% | -9.2%
Cc1ccc(-c2nc(CS(=O)CC(=O)N3CCN(c4ncccn4)CC3)c(C)o2)cc1 (stereo not given) | -4% | 2.1%
CCOC(=O)c1c(Nc2ccccc2N)cc(C)nc1C | -7% | 14%
CC1CCC2(CC1)C(C#N)=C1SCCCN1C(=O)C2C#N (stereo not given) | 5% | -3.1%

The list goes on (2 carried over from the part before).
SMILES | MKP-3 inhibition | Hsp70 inhibitors
CCOC(=O)c1c(Nc2ccccc2N)cc(C)nc1C | -7% | 14%
CC1CCC2(CC1)C(C#N)=C1SCCCN1C(=O)C2C#N (stereo not given) | 5% | -3.1%
COCCCNC(=O)CN(c1ccc(OC)c(Cl)c1)S(C)(=O)=O | 3% | -2.1%
O=C(c1ccc2snnc2c1)N1CCN(c2ccccn2)CC1 | -8% | 1.4%
O=C(c1sc2ccccc2c1Cl)N1CCN(c2cccc(C(F)(F)F)c2)CC1 | 0% | 1.3%
Cc1sc(/C=C(/C#N)C(N)=S)cc1Br | 1% | 7.2%
C=CCc1ccc(OC(=O)NC2CCCCC2)c(OC)c1 | 2% | -0.7%
COc1ccc(OCCNC(=O)c2ccc(C)cc2)cc1 | 0% | 2.2%
C/C(=N/NS(C)(=O)=O)c1ccc2ccccc2c1 | · | 3.9%
CCOc1ccccc1C=NN1CCN(Cc2ccccc2)CC1 | 1% | 0.2%
Cc1ccc(N(CC(=O)Nc2ccccc2Cl)S(C)(=O)=O)cc1Cl | 0% | -4.2%
CC(=O)Nc1nonc1NC(=O)c1ccc(C(C)(C)C)cc1 | · | -4.7%
Cn1c(=O)c2c(nc(Oc3ccc4c(c3)OCO4)n2Cc2ccc(Cl)cc2)n(C)c1=O | -8% | 4.8%
CCOc1ccc(CN(C(=O)c2oc3ccccc3c2C)C2CCS(=O)(=O)C2)cc1 (stereo not given) | · | -3.4%
COC(=O)CSc1nc2cc(Cl)ccc2c(=O)n1C1CCCC1 | 0% | 6.5%
CC(=O)Nc1ccc(S(=O)(=O)N(C)c2ccc(O)cc2)cc1 | -19% | 5.0%
O=C(/C=C/c1ccccc1)Nc1ccc(O)c(-c2nc3ccccc3o2)c1 | 2% | -5.8%
CCOc1ccc(OCC)c(C2C3CCCCC=C3C(C#N)=C(N)C2(C#N)C#N)c1 (stereo not given) | 2% | -1.6%
COc1ccc(NC2=NCCC(=O)N2Cc2cccs2)cc1 | -9% | -1.5%
CC1(C)Cc2c(sc(/N=C/N3CCCCC3)c2C#N)C(C)(C)N1 | 1% | -1.6%&-4.0%
COc1ccc2[nH]c(=O)c(CN(Cc3ccc(C)cc3)Cc3nnnn3CC3CCCO3)cc2c1 (stereo not given) | -7% | 1.3%
COc1ccc(-c2csc(NC(=O)C3CCCO3)n2)cc1 (stereo not given) | -7% | -2.8%
COc1ccc(CNC(=O)CSc2nnc(-c3ccc(NC(C)=O)cc3)n2C)cc1 | -17% | 2.7%
C=CCN1C(=O)C2C(C(=O)NC)C3(C)C=CC2(O3)C1C(=O)NCc1ccc(OC)cc1 (stereo not given) | -6% | 2.4%
COc1ccc(-c2noc(COc3ccccc3OC)n2)cc1OC | 1% | -3.5%
O=[N+]([O-])c1cccc(CNC2CCCCC2)c1 | 0% | 1.7%
O=C(NN1C(=O)/C(=C/c2ccc(O)c([N+](=O)[O-])c2)SC1=S)c1ccccc1Cl | 6% | 11%
Cc1nc2nc(COc3ccccc3)nn2c(C)c1Cl | -8% | 2.2%
Cc1ccc(-c2nn3c(C)nnc3s2)cc1NC(=O)c1ccc(Br)o1 | -10% | -4.8%
COc1cc(C)ccc1OCCCON1C(=O)CCC1=O | · | 8.5%
Cn1cnc([N+](=O)[O-])c1Nc1cccc(O)c1 | · | 0.9%
COc1ccc(N/N=C(/C#N)C(=N)N2CCOCC2)cc1 | -1% | 0.3%
O=C(N/N=C/c1c(O)ccc2ccccc12)c1cc(-c2cccs2)[nH]n1 | 6% | -40%
O=C1CC(N2CCSCC2)C(=O)N1c1ccc(F)cc1 (stereo not given) | 0% | -1.4%
O=[N+]([O-])c1ccc2nc(N3CCN(Cc4ccc5c(c4)OCO5)CC3)sc2c1 | 0% | -3.4%
O=C(NCC1CCCO1)C(=O)Nc1nccs1 (stereo not given) | 3% | ·
COc1ccccc1-n1c(SCc2ccccc2)nc2ccccc2c1=O | 0% | -0.4%
Cc1[nH]c2ccc(Br)cc2c(=O)c1CN1CCOCC1 | -8% | -2.3%
N#Cc1ccc2ccn(CC(=O)N3CCCc4ccccc43)c2c1 | -7% | -5.3%
Cc1ccc(N2C(=O)CC(C(C)c3ccccc3)C2=O)c(Br)c1 (stereo not given) | 3% | 2.3%
N=c1c2c(-c3ccccc3)c(-c3ccccc3)n(Cc3ccco3)c2ncn1CCN1CCOCC1 | 8% | 1.6%
CN1C(=O)/C(=C\c2ccc(OC(=O)c3cccc(Br)c3)cc2)SC1=S | 6% | -0.7%
COc1cc(C(=O)Nc2ccc(C)c(Cl)c2)cc(OC)c1OC | 1% | 2.2%
O=C(O)COc1ccc(-c2nnn(Cc3ccccc3F)n2)cc1 | -5% | 0.2%
CCOc1ccc(NC(=O)c2ccc(OC)c(OC)c2)c([N+](=O)[O-])c1 | -4% | -1.6%
CCn1nnnc1SCC(=O)N1CCOCC1 | 1% | -0.6%
O=C1NC(=S)S/C1=C1\Sc2ccccc2N1CCCS(=O)(=O)O | -5% | 7.6%
O=C(CCc1ccccc1)Nc1nc2ccc(S(=O)(=O)N3CCOCC3)cc2s1 | -3% | 0.5%
CCNC(=O)Cc1ccc(Br)cc1 | · | 0.7%
COc1ccccc1/C=N/N=C1/NC(=O)C(Cc2ccc(Cl)cc2Cl)S1 (stereo not given) | 0% | -3.6%
CCOc1ccc2c(C)c(Cl)c(=O)oc2c1 | -5% | -2.3%&0.7%
O=C(c1ccco1)[C@@H]1[C@@H]2C(=O)N(c3ccc(F)cc3)C(=O)[C@@H]2C2c3ccccc3C=CN21 (stereo not given in full) | 2% | 24%

A portion taken from the entries so far:
SMILES | MKP-3 inhibition | Hsp70 inhibitors
CCn1nnnc1SCC(=O)N1CCOCC1 | 1% | -0.6%
O=C1NC(=S)S/C1=C1\Sc2ccccc2N1CCCS(=O)(=O)O | -5% | 7.6%
O=C(CCc1ccccc1)Nc1nc2ccc(S(=O)(=O)N3CCOCC3)cc2s1 | -3% | 0.5%
CCNC(=O)Cc1ccc(Br)cc1 | · | 0.7%
COc1ccccc1/C=N/N=C1/NC(=O)C(Cc2ccc(Cl)cc2Cl)S1 (stereo not given) | 0% | -3.6%

More compounds
SMILES | MKP-3 inhibition | Hsp70 inhibitors
CC1=NN(c2ccccc2)C(=O)/C1=C/c1ccc(-c2ccc(C(=O)O)cc2)o1 | 0% | 0.1%
Fc1ccc(NC(=S)Nc2ccc(Nc3ccccc3)cc2)cc1 | 5% | 5.0%
CCOC(=O)C1CCN(C(=O)CN(C)S(=O)(=O)c2cc(C)ccc2OC)CC1 | -8% | 1.9%
CCCCSc1ccc(NC(=O)c2cccnc2)cc1 | · | 0.1%
CC(C)(C)NC(=O)Cn1nnc(-c2ccccc2NC(=O)c2cnccn2)n1 | · | 0.9%
CC(C)(C)c1csc(NC(=O)c2ccc3nccnc3c2)n1 | · | -9.4%
CCOc1cc(-c2ccc(O)cc2)cc(=O)c2c(C)oc(C)c12 | -1% | 3.8%
O=C(c1ccccc1)N(Cc1ccc2c(c1)OCO2)Cc1nc2ccccc2c(=O)[nH]1 | 3% | 1.7%
COc1ccccc1Oc1nc2c(c(=O)n(Cc3ccccc3F)c(=O)n2C)n1C | -2% | -2.3%
COc1ccccc1N(CC(=O)NCC1CCCO1)C(=O)CNS(=O)(=O)c1ccc(C)cc1 (stereo not given) | · | -0.4%
C=CCSc1nnc(CSc2nc3sc4c(c3c(=O)[nH]2)CCCC4)n1-c1ccccc1 | 2% | 3.8%
Cn1c(N2CCCCC2)nc2c1c(=O)[nH]c(=O)n2C | -6% | -2.7%
CCc1ccc(C(=O)CSc2n[nH]c(C)n2)cc1 | -10% | -3.1%

Complete entries, quoted from the list. Values in the order: MKP-3 inhibition, Hsp70 inhibitors
Profile of `CCOC(=O)C1CCN(C(=O)CN(C)S(=O)(=O)c2cc(C)ccc2OC)CC1` = -8%, 1.9%
Profile of `C=CCSc1nnc(CSc2nc3sc4c(c3c(=O)[nH]2)CCCC4)n1-c1ccccc1` = 2%, 3.8%
Profile of `COc1ccccc1Oc1nc2c(c(=O)n(Cc3ccccc3F)c(=O)n2C)n1C` = -2%, -2.3%
Profile of `CC(C)(C)NC(=O)Cn1nnc(-c2ccccc2NC(=O)c2cnccn2)n1` = ·, 0.9%
Profile of `CCOc1cc(-c2ccc(O)cc2)cc(=O)c2c(C)oc(C)c12` = -1%, 3.8%

Compound activity: PubChem, Sanford-Burnham Center for Chemical Genomics

The list is partial, so the mix of outcomes need not match the whole.
